GAA glycogen mod = GAA glycogen-cleavage inhibition or activation; P10253; recombinant GAA, glycogen substrate, Amplex Red glucose oxidase fluorescence; hit rate 0.38% among 300,000; AID 2100; Potency, µM (top dose mostly 76.4 µM), without a hit: at the highest dose activity change, negative = inhibition, hits mostly inhibitors;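 further: 0% = full enzyme reaction and -100% = no-enzyme basal signal; the screen sought inhibitors and activators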
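qHTS, 1536-well; enzyme 4 nM final; cpd up to 77 uM; substrate bovine liver glycogen 30 ug; 50 mM citrate/phosphate pH 5.0, 0.01% Tween-20; 37 C, 40 min; Amplex Red detection 45 min RT; Hill fit → AC50.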
GLA spleen mod = alpha-galactosidase A (human) modulation. Potency, µM (series often up to 80 µM), inactives show at the highest dose activity change, negative = inhibition, usual class: inhibitors. AID 2107. human spleen homogenate, 4MU-alpha-Gal fluorescence, 40 min. hit rate 0.008% among 240,000;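 further: 0% = enzyme with vehicle and -100% = no enzyme basal signal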
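qHTS titration in buffer at pH 5.0. Alpha-galactosidase activity in spleen homogenate was measured via 4-methylumbelliferone release from 1 mM fluorogenic substrate after 40 min at 37C and a pH 10 stop. AC50 came from Hill fits of control-normalized data.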
SMN2 splice enh = increases expression of the SMN2 splice variant. HEK293 SMN2-luciferase splicing reporter, luminescence, 30-36 h. Potency, µM (top dose mostly 46.1 µM), without a hit: top-dose activity change, positive = activation, hits mostly activators. hit rate 2.8% among 210,000. AID 1458; further: % of control where 0% means no effect; nearly all actives have a fitted effect of over 55% in size
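qHTS luciferase splicing reporter: luminescence rises when SMN2 exon 7 is included in transfected HEK293 cells. Compound exposure lasted 30-36 h at 37C, with 4.5 mM final sodium butyrate as control, followed by a ONE-Glo read.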
KDM4E inh = inhibitors of human JMJD2E histone demethylase. B2RXH2. JMJD2E catalytic domain, FDH-coupled NADH fluorescence (FDH is formaldehyde dehydrogenase). Potency, µM (series often up to 57.1 µM), for the others: top-dose activity change, negative = inhibition, usual class: inhibitors. hit rate 1.6% among 230,000. AID 2147; active means well fitted inhibition curve with a large enough effect, not every such curve was filed as active; inconclusive means small, poorly fitted or top-dose-only effect, or another doubt; inactive means no such curve, though single readings can be large or run the other way;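 further: 0% = wells with enzyme and -100% = buffer wells without enzyme; nearly all actives have a fitted effect of over 50% in size; many of its hits are not listed in these tables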
aGlu spleen mod = inhibitors or activators of human alpha-glucosidase in spleen homogenate; hit rate 0.006% among 240,000; human spleen homogenate, 4-MU-alpha-glucoside fluorescence; P10253; AID 2112; Potency, µM (doses to about 79.9 µM), without a hit: at the top dose activity change, negative = inhibition, usual class: inhibitors;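 further: 0% = enzyme with vehicle and -100% = no enzyme basal signal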
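Human spleen homogenate (1 ug) with 4-methylumbelliferyl-alpha-D-glucopyranoside (1 mM final) in 50 mM citrate/phosphate pH 5.0, 0.01% Tween-20; 40 min at 37 C. Stopped at pH 10; 4-MU fluorescence Ex 365/Em 440 nm; AC50 by Hill fit.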
RGS12 GoLoco inh = inhibitors of human Gai1-RGS12 GoLoco interaction (red fluorophore); P63096; Gai1:RGS12 GoLoco peptide FP, rhodamine, 10 min; Potency, µM (top dose mostly 61.6 µM), inactives show at the top dose activity, negative = inhibition, usual class: inhibitors; hit rate 0.44% among 230,000; AID 880; active means well fitted inhibition curve with a large enough effect, not every such curve was filed as active; inactive means no such curve, though single readings can be large or run the other way; further: on the % scale 0 is the no-effect control and ±100 the full control effect; nearly all actives have a fitted effect of over 30% in size; many of its hits are not listed in these tables
Target sequence (P63096 whole entry, looked up): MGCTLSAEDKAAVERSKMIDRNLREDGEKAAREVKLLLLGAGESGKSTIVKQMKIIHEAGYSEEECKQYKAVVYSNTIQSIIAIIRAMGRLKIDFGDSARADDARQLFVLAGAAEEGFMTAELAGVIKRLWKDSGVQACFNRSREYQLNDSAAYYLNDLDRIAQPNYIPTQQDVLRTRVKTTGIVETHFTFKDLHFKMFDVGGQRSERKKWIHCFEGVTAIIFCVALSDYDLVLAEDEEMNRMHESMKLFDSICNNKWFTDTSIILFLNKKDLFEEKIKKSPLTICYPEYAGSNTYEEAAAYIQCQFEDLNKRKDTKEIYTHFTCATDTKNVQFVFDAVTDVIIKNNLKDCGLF
ALDH1A1 inh = inhibitors of human aldehyde dehydrogenase 1A1 | P00352 | Purified ALDH1A1, NADH fluorescence, propionaldehyde substrate | Potency, µM (series often up to 75.3 µM), without a hit: at the top dose activity, negative = inhibition, hits mostly inhibitors | hit rate 7.3% among 220,000 | AID 1030; active means well fitted inhibition curve with a large enough effect, not every such curve was filed as active; inconclusive means small, poorly fitted or top-dose-only effect, or another doubt; inactive means no such curve, though single readings can be large or run the other way;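 further: plate controls were no enzyme wells and a reference inhibitor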
Target sequence (P00352 whole entry, looked up): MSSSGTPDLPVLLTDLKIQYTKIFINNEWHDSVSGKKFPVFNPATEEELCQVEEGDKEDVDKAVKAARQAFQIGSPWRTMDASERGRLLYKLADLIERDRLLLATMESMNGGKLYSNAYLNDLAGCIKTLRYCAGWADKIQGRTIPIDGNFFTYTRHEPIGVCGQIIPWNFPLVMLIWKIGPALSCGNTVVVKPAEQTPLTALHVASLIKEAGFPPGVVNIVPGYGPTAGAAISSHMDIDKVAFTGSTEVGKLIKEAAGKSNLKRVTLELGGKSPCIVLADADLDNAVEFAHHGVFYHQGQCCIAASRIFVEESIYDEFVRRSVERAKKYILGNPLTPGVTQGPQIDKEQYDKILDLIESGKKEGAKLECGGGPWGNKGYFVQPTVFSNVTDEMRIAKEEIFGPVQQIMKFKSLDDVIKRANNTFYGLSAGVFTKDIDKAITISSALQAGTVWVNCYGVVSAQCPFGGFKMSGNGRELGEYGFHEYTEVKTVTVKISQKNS
GAA inh = blocks human lysosomal alpha-glucosidase | AID 1466 | P10253 | purified human GAA, 4-MU-alpha-glucoside fluorescence | Potency, µM (top dose mostly 76.9 µM), for inactives: at the top dose activity change, negative = inhibition, hits mostly inhibitors | hit rate 0.005% among 200,000;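 further: plate controls were uninhibited enzyme wells for no effect and no-enzyme background for full effect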
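Human alpha-glucosidase, 4 nM, pre-mixed with test compounds before 400 uM 4-methylumbelliferyl substrate; 20 min room temperature at pH 5.0. Fluorescence read after pH 10 stop; AC50 values from Hill-equation fits.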
Active calls of the source: *; u = inconclusive; x = no result given; & = joins results of further samples; [ ] = another dose, or the depositor's remark. Unless noted, the call rests on the fitted dose curve; in most records, active means well fitted curve in the direction sought with a large enough effect; inconclusive means small, poorly fitted or top-dose-only effect, or another doubt; inactive means no such curve, though single readings can be large; an effect the other way counts as inactive or inconclusive. Potency means the concentration at half of the fitted maximal effect. An excerpt (hit frequency here may not be typical).

SMILES	GAA glycogen mod	GLA spleen mod	SMN2 splice enh	KDM4E inh	aGlu spleen mod	RGS12 GoLoco inh	ALDH1A1 inh	GAA inh
CC(C)(C)c1ccc(CN(Cc2ccccc2)C(c2ccccn2)c2nnnn2C(C)(C)C)cc1 (stereo unspecified)	-7%	-19%	x	2%	-1%	9%	4%	u
COc1ccc(OC)c(-n2c(=S)[nH]c3cc(C(=O)NCCCN4CCCC4=O)ccc3c2=O)c1	0%	0%	-6%	8%	-4%	2%	-10%	-9%
CCN(CC)C(=O)c1cn(CC)c(=O)c2cc(OC)c(OC)cc12	-1%	-7%	0%	u	-6%	2%	u	-1%
C/C(=N\N1CCN(c2ccc(Cl)cc2)CC1)c1ccco1	0%	3%	x	38%[activator]	1%	2%	-7%	-1%
O=C(COC(=O)C1CC2C=CC1C2)Nc1ccccc1 (stereo unspecified)	0%	0%	-3%	6%	-9%	-7%	-4%	7%
Clc1nc2ccccc2nc1Cl	x	4%	-4%	x	-3%	-3%	-10%	x
Cc1ccc(N2CC(C(=O)OCc3ccccc3F)CC2=O)cc1 (stereo unspecified)	4%	0%	2%	0%	-6%	6%	5%	6%
COc1ccc(NC(=S)NNC(=O)OC(C)(C)C)cc1OC	u	7%	-17%	-3%	3%	1%	u	-5%
Nn1c(Cc2cccc3ccccc23)nnc1SCc1ccccc1Cl	2%	-1%	-10%	1%	4%	66%[activator]	6%	-6%
CCCC[C@@H](C=O)NC(=O)[C@H](CC(C)C)NC(=O)[C@H](CC(C)C)NC(C)=O	x	11%&6%	-94%[inhibitor]	x	0%&-2%	4%&1%	-3%&9%	x

Full records as entered above. Screens in order: GAA glycogen mod	GLA spleen mod	SMN2 splice enh	KDM4E inh	aGlu spleen mod	RGS12 GoLoco inh	ALDH1A1 inh	GAA inh
O=C(COC(=O)C1CC2C=CC1C2)Nc1ccccc1 (stereo unspecified) is entered as 0%	0%	-3%	6%	-9%	-7%	-4%	7%
CCCC[C@@H](C=O)NC(=O)[C@H](CC(C)C)NC(=O)[C@H](CC(C)C)NC(C)=O is entered as x	11%&6%	-94%[inhibitor]	x	0%&-2%	4%&1%	-3%&9%	x

(list continues)
SMILES	GAA glycogen mod	GLA spleen mod	SMN2 splice enh	KDM4E inh	aGlu spleen mod	RGS12 GoLoco inh	ALDH1A1 inh	GAA inh
N#CC1(Cc2ccc(Cl)cc2)c2ccccc2C=CN1C(=O)c1ccccc1 (stereo unspecified)	-3%	-7%	-7%	-6%	-8%	-14%	u	-2%
Cc1ccc(S(=O)(=O)N(CC(=O)O)Cc2ccco2)cc1	5%	0%	x	-16%	-11%	8%	x	x
COc1ccc([C@H]2[C@H](C(=O)C(C)(C)C)N3N=Cc4ccccc4C3C23C(=O)OC(C)(C)OC3=O)cc1 (stereo partly specified)	8%	-4%	14µM*	-13%	-4%	5%	u	-11%
COC(=O)c1cccc(NC(=O)c2ccccc2)c1	-65%	8%	x	4%	6%	5%	x	x
CSc1ccc(CN(C)CC(=O)Nc2c(F)cccc2F)cc1	-2%	-5%	-14%	u	-9%	5%	u	0%
CCc1c(C)nc(N)nc1Cl	-1%	-2%	x	-2%	-1%	9%	x	x
CC(=O)c1cc(CN2CCN(C3CCCCC3)C(CCO)C2)cs1 (stereo unspecified)	-8%	5%	x	-1%	8%	0%	-3%	-3%
COc1ccccc1NC(=O)N1CCCC1C(=O)NCc1ccc(F)cc1 (stereo unspecified)	1%	6%	-8%	3%	4%	2%	-6%	-9%
C/C(=N\NC(=S)NCc1ccccc1)c1ccc2ccccc2c1OC(F)F	u	-1%	-24%	15%	8%	5%	3%	-10%
Cc1cc(=O)oc(C)c1C(=O)NCCN1CCOCC1	-1%	-10%	4%	-17%	-5%	3%	-4%	7%

13 neighbouring compounds out of the list so far, quoted:
SMILES	GAA glycogen mod	GLA spleen mod	SMN2 splice enh	KDM4E inh	aGlu spleen mod	RGS12 GoLoco inh	ALDH1A1 inh	GAA inh
COc1ccc(NC(=S)NNC(=O)OC(C)(C)C)cc1OC	u	7%	-17%	-3%	3%	1%	u	-5%
Nn1c(Cc2cccc3ccccc23)nnc1SCc1ccccc1Cl	2%	-1%	-10%	1%	4%	66%[activator]	6%	-6%
CCCC[C@@H](C=O)NC(=O)[C@H](CC(C)C)NC(=O)[C@H](CC(C)C)NC(C)=O	x	11%&6%	-94%[inhibitor]	x	0%&-2%	4%&1%	-3%&9%	x
N#CC1(Cc2ccc(Cl)cc2)c2ccccc2C=CN1C(=O)c1ccccc1 (stereo unspecified)	-3%	-7%	-7%	-6%	-8%	-14%	u	-2%
Cc1ccc(S(=O)(=O)N(CC(=O)O)Cc2ccco2)cc1	5%	0%	x	-16%	-11%	8%	x	x
COc1ccc([C@H]2[C@H](C(=O)C(C)(C)C)N3N=Cc4ccccc4C3C23C(=O)OC(C)(C)OC3=O)cc1 (stereo partly specified)	8%	-4%	14µM*	-13%	-4%	5%	u	-11%
COC(=O)c1cccc(NC(=O)c2ccccc2)c1	-65%	8%	x	4%	6%	5%	x	x
CSc1ccc(CN(C)CC(=O)Nc2c(F)cccc2F)cc1	-2%	-5%	-14%	u	-9%	5%	u	0%
CCc1c(C)nc(N)nc1Cl	-1%	-2%	x	-2%	-1%	9%	x	x
CC(=O)c1cc(CN2CCN(C3CCCCC3)C(CCO)C2)cs1 (stereo unspecified)	-8%	5%	x	-1%	8%	0%	-3%	-3%
COc1ccccc1NC(=O)N1CCCC1C(=O)NCc1ccc(F)cc1 (stereo unspecified)	1%	6%	-8%	3%	4%	2%	-6%	-9%
C/C(=N\NC(=S)NCc1ccccc1)c1ccc2ccccc2c1OC(F)F	u	-1%	-24%	15%	8%	5%	3%	-10%
Cc1cc(=O)oc(C)c1C(=O)NCCN1CCOCC1	-1%	-10%	4%	-17%	-5%	3%	-4%	7%

Other results
SMILES	GAA glycogen mod	GLA spleen mod	SMN2 splice enh	KDM4E inh	aGlu spleen mod	RGS12 GoLoco inh	ALDH1A1 inh	GAA inh
CCOC(=O)c1sc2nc(CSc3ccccc3Cl)[nH]c(=O)c2c1C	4%	-2%	-32%	-8%	1%	105%[activator]	u	-3%
O=C(Nc1ccncc1)c1ccc2c(c1)C(=O)N(C1CCCCC1)C2=O	8%	3%	-11%	-6%	u	-9%	7.1µM*	0%
Cc1ccc(C)c(OC2=NS(=O)(=O)c3ccccc32)c1	17%	-4%	x	-3%	3%	-2%	6%	5%
COc1ccccc1NC(=O)Cn1c(CN2CCCCC2)nc2ccccc2c1=O	4%	1%	-4%	-4%	-1%	16%	-5%	-7%
COc1ccnc(N2CCN(c3ccccc3)CC2)c1C#N	-3%	-2%	23%	-6%	-2%	-1%	u	u
Nc1ccc(Oc2ccc3c(c2)C(=O)N(CC2CCCO2)C3=O)cc1 (stereo unspecified)	0%	3%	x	11%	7%	3%	28µM*	4%
O=C(NCc1nc2ccccc2[nH]1)C1=C[C@@H](C2CCCCC2)C[C@@H](OCc2ccc(CO)cc2)O1	-3%	-19%	x	1%	5%	-8%	u	x
COC(=O)C(c1ccc(OC)c(OC)c1)C1c2ccccc2C=C(C)N1C(=O)OC (stereo unspecified)	x	-8%	6%	12%	-6%	10%	-5%	x
O=C(N/N=C\c1ccc([N+](=O)[O-])o1)C1COc2ccccc2O1 (stereo unspecified)	15%	2%	-27%	7%	1%	0%	u	-2%
Cc1ccc(CS(=O)(=O)Cc2ccc(C(=O)NCc3cccnc3)o2)cc1	11%	5%	-23%	5%	-5%	-23%	10%	-5%
CC(=O)c1ccc(N2CCN(C(=S)NCCCN(C)C)CC2)cc1	-3%	-5%	5%	-24%	2%	-2%	u	-2%
COc1ccc(CCNc2nnc(Sc3nnnn3-c3ccccc3)s2)cc1OC	-6%	2%	-38%[inhibitor]	-2%	-1%	6%	18µM*	4%
O=C(Nc1cccc(-n2cnnn2)c1)c1ccco1	u	-1%	5%	u	-13%	-25%	40µM*	-12%
CCc1ccccc1S(=O)(=O)Cc1ccc(C(=O)N2CCN(c3ccccn3)CC2)o1	8%	-4%	-4%	-10%	-4%	6%	u	-11%
O=C(CN1C(=O)c2ccccc2S1(=O)=O)NCCC1=CCCCC1	-3%	3%	-7%	1%	-12%	-2%	-1%	0%
O=C(/C=C/c1ccccc1Cl)NNC(=O)c1cccs1	-4%	-2%	4%	12%	-6%	2%	18%	-6%
CCc1ccc2c(CN3CCN(S(=O)(=O)c4ccc5c(c4)OCCO5)CC3)cc(=O)oc2c1	-8%	7%	-38%[inhibitor]	-6%	-22%	14%	u	-10%
O=c1cnc2cc([N+](=O)[O-])ccc2[nH]1	-7%	-2%	x	-27%	-15%	6%	u	0%
COC(=O)NNC(=O)COc1ccc(Cl)cc1	-5%	8%	-11%	-5%	1%	4%	-1%	-7%
CCOC(=O)CN(C)S(=O)(=O)c1ccc(-c2cc(C(=O)OC)sc2C(F)(F)F)cc1	-6%	6%	x	-1%	-1%	0%	6µM*	u
Cc1ccc(N2CCN(C(=O)c3cccc([N+](=O)[O-])c3)CC2)cc1Cl	-10%	5%	-33%[inhibitor]	-2%	-9%	12%	-3%	-3%
Cc1ccc(NC2CC(=O)N(c3ccc(N4CCCCC4)cc3)C2=O)cc1 (stereo unspecified)	-2%	7%	-1%	-2%	0%	4%	u	2%
CSc1ncc(Cl)c(C(=O)Nc2nnc(SC/C=C/c3ccccc3)s2)n1	-3%	-9%	9%	u	-4%	-1%	u	-10%
CC(=O)N/N=C/c1cc2c(cc1[N+](=O)[O-])OCO2	9%	-4%	7%	-19%	-2%	1%	-6%	-1%
O=C(Nc1ccccc1)N1CCOCC1	0%	12%	-15%	3%	0%	-1%	10%	-2%
CC[N+]1=C(C)C(C)(C)c2cc(C)ccc21	-18%	19%	-17%	-14%	0%	-39%	-2%	-1%
Cc1cc(O)ccc1-c1cnc2ccccc2n1	-6%	5%	x	6%	-2%	x	28µM*	4%

Screening results from PubChem BioAssay.
